Assay outcomes (PubChem BioAssay)
Ecoli WT growth: growth inhibitors of wild type E. coli, primary screen, strain BW25113 wild type, absorbance readout; E. coli BW25113 growth inhibition, OD600; inhibition, % at 10 µM; 20,000 tested, 0.05% active; in the data active means inhibition above about 40%;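 further: bacteria exposed to compound for 20 hours at 37 °C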
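Material: bacterial strain in a whole-cell growth screen; Amount: inoculum from a 1:1000 dilution of a 1.5 h subculture; Buffer or medium: LB plus kanamycin 50 µg/mL; Dosing: one dose, 10 µM final; Times: compound exposure of 20 h at 37 °C; Measured by: absorbance at 615 nm as a measure of bacterial growth.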
* = called active by the depositor.

molecule | Ecoli WT growth
COc1ccc(CCNC(=O)CSc2nnc(CNc3ccc(Cl)cc3)o2)cc1OC | -4
COCCNS(=O)(=O)c1cc(OC)c(Cl)cc1Cl | -16
Cc1ccc(S(=O)(=O)N2CCC(C(=O)N3CCN(Cc4ccccc4)CC3)CC2)cc1 | 13
CCCc1cc(C(=O)OC)c(NC(=O)OCC)s1 | -11
O=C(Nc1ccon1)c1ccc(Cl)s1 | -11
Cc1cccc(-n2c(SCc3cc(=O)n4ccsc4n3)nc3ccccc32)c1 | 9
CCOC(=O)CS(=O)(=O)c1nc(-c2ccc(F)cc2)cc(C(F)(F)F)n1 | -10
Cc1ccc(S(=O)(=O)NC(C)(C)CSc2nnc(N)s2)cc1 | -19
O=C(CN1C(=O)CSC1=O)Nc1ccc(N2CCOCC2)cc1 | -3
COC(=O)C(C(=O)N1CCN(C)CC1)C1CCCCCC1 (stereo unspecified) | -10
Cc1occc1C(=O)Nc1ccc(S(=O)(=O)N2CCN(C)CC2)cc1 | 0
Cc1cc2oc(C(=O)Nc3c(C)n(C)n(-c4ccccc4)c3=O)c(C)c2cc1C | -22
CC(=O)c1c(C)nn(C(C)CC(=O)O)c1C (stereo unspecified) | -3
COc1cc(NS(=O)(=O)c2cc(C)ccc2OC)c(OC)cc1Cl | 0
COc1ccc(S(=O)(=O)Nc2ccccc2OC)cc1C | 7
CC1CCN(C(=O)CSc2nc3c(cnn3-c3ccccc3)c(=O)[nH]2)CC1 | -2
OCCc1ccc(-c2ccc(Cl)cc2)o1 | -11
O=c1c2cnn(-c3ccccc3)c2ncn1Cc1ccccc1 | 11
COc1ccc(-c2nc3ccccc3c(=O)n2CCCN2CCOCC2)cc1 | -24
O=C(O)C1C2C=CC(C2)C1C(=O)NCCc1ccncc1 (stereo unspecified) | -14
CC(O)c1cccc(NC2=CC(=O)CC(C)(C)C2)c1 (stereo unspecified) | -12
O=C(CSc1ncn[nH]1)c1ccc2c(c1)OCCO2 | -15
Cc1ccc(OCC(=O)n2cnnc2N)c(C)c1 | -23
C=Cn1nc(C)c2ccccc2c1=O | 2
CCCC(C)C(=O)Nc1ccc(Cl)cn1 (stereo unspecified) | -16
O=C(O)C(Cc1ccccc1)n1cnnn1 (stereo unspecified) | -20
CCS(=O)(=O)N1CCN(S(=O)(=O)c2ccc(F)cc2)CC1 | 4
CCNc1nc(N2CCOCC2)nc(N(c2ccccc2)c2ccccc2)n1 | 2
COc1ccc(-c2ccc(OC)cc2C(=O)O)cc1 | -17
O=C(CSc1ncccn1)c1ccccc1Br | 16
CCc1c(C(=O)Nc2ncn(Cc3cccc(C)c3)n2)csc1C | -8
Oc1ccc(-c2nnc(-c3ccc(O)cc3)nn2)cc1 | -11
Cc1ccccc1C(=O)Nc1ccc(S(=O)(=O)N2CCN(C)CC2)cc1 | -13
O=S1(=O)CC(NCc2ccccc2)C(Nc2ccccc2)C1 (stereo unspecified) | -24
COC(=O)c1cc(NC(=O)C2COc3ccccc3O2)cc(C(=O)OC)c1 (stereo unspecified) | 6
CCC(=O)Oc1ccc(C(CC)C(CC)c2ccc(OC(=O)CC)cc2)cc1 (stereo unspecified) | 18
COc1cccc(NC(=O)CSc2nnc(-c3cccs3)n2C)c1 | -2
CCN1CCN(C(=O)CN(Cc2ccccc2)S(C)(=O)=O)CC1 | -1
Cc1ccc(CNC(=O)CCCn2c(=O)c3ccccc3n(CC(=O)NCc3ccco3)c2=O)cc1 | 8
Cn1c(N2CCC(C(N)=O)CC2)nc2c1c(=O)n(Cc1ccc(Br)cc1)c(=O)n2C | 4
Cc1cccc(N2CCN(C(=O)C3CCCN(S(=O)(=O)c4cnc[nH]4)C3)CC2C)c1 (stereo unspecified) | 6
COc1ccc(C2=NOC(C(=O)NC3CCCCC3)C2)cc1OC (stereo unspecified) | -1
CCOC(=O)C1CC=C(Cl)CC1C(=O)Nc1nccs1 (stereo unspecified) | -16
Cc1cccc(N2C(=O)CC(N(O)c3ccccc3)C2=O)c1 (stereo unspecified) | -20
O=C(OCc1ccccc1)Oc1cncc(C(=O)O)c1 | 3
CSc1nsc(SCCN2C(=O)c3ccccc3C2=O)n1 | -9
CCOC(=O)c1cc(NC(=O)N2CCCCC2)c(C)nc1C | -19
CCC(=O)Nc1ccc(NC(=O)c2cccc(OC)c2)nc1 | 16
CC(=O)Nc1ccc(S(=O)(=O)N2CCN(c3cc(C)nc4ccccc34)CC2)cc1 | -4
COC(=O)C1C2C=CC3(CN(Cc4ccco4)C(=O)C13)O2 (stereo unspecified) | -14

Random excerpt: two records from the list
molecule | Ecoli WT growth
CCC(=O)Oc1ccc(C(CC)C(CC)c2ccc(OC(=O)CC)cc2)cc1 (stereo unspecified) | 18
COC(=O)c1cc(NC(=O)C2COc3ccccc3O2)cc(C(=O)OC)c1 (stereo unspecified) | 6

(next part)
molecule | Ecoli WT growth
COc1ccc(CCNS(=O)(=O)c2ccc3c(c2)CCN3C(=O)CCC(=O)O)cc1OC | -1
CCN1CCN(Cc2ccccc2NC(=O)Nc2ccc(C)cc2)CC1 | -8
N#CCC(=O)Nc1ncn(Cc2ccccc2Cl)n1 | 0
CCCC(=O)Nc1ccc(NC(=O)c2cccs2)cn1 | 8
C=C(C)Cn1c(N2CCN(CC)CC2)nc2c1c(=O)[nH]c(=O)n2C | 10
CCOC(=O)C(CCc1nnc(N)s1)C(=O)OCC | -1
O=S(=O)(c1cccc2c(S(=O)(=O)N3CCCC3)cccc12)N1CCCC1 | -9
CC1CCCN(S(=O)(=O)c2coc(C(N)=O)c2)C1 (stereo unspecified) | -3
COc1c(C)cc(Br)cc1C(=O)Nc1cccc(NC(=O)c2ccco2)c1 | 1
O=C1NC(Nc2nc3ccccc3s2)(C(F)(F)F)C(=O)N1C1CCCCC1 (stereo unspecified) | -18
C=CCn1c2ccccc2c2nnc(SCC(=O)NC(C(=O)OC)C(C)C)nc21 (stereo unspecified) | 4
O=C1c2ccccc2C(=O)N1CCc1nc(-c2ccccn2)no1 | 0
CN(C)/C=C1\N=C(c2ccc3c(c2)OCO3)OC1=O | -2
CC(=O)Nc1ccc(S(=O)(=O)N2CCN(C(=O)N3CCOCC3)CC2)cc1 | -20
COc1ccc(NC(=O)c2ccco2)cc1NC(=O)c1cccs1 | 7
CCOc1ccc(/C(O)=C2/C(=O)C(=O)N(CCOCCO)C2c2ccc(F)cc2)cc1 (stereo unspecified) | -20
N#Cc1c(NC(=O)Cn2cnc3ccccc3c2=O)oc(-c2ccccc2)c1-c1ccccc1 | -20
FC(F)Oc1ccc(-c2csc(Cc3nnc4n3CCCCC4)n2)cc1 | 1
COc1ccc2nc(SCC(=O)Nc3ccc(S(=O)(=O)Nc4onc(C)c4C)cc3)[nH]c2c1 | -17
Cc1ccc(Nc2nc(N)nc(CN3CCN(Cc4ccc5c(c4)OCO5)CC3)n2)cc1 | -12
O=C(c1cccc(S(=O)(=O)N2CCOCC2)c1)N1CCCc2ccccc21 | -11
O=C(O)C1C2C=CC3(O2)C1C(=O)N1c2ccccc2COC13 (stereo unspecified) | -18
COc1ccc(S(=O)(=O)Nc2ccc(F)c(F)c2)cc1Cl | 6
CC1CC(=O)c2cnc(NCC3CCCO3)nc2C1 (stereo unspecified) | -2
COc1cccc(N2C(=O)C(CC(=O)Nc3ccc(F)cc3)N(C3CCCCC3)C2=O)c1 (stereo unspecified) | -22

Shown with each value named: part of the list above
SMILES: CC(=O)Nc1ccc(S(=O)(=O)N2CCN(C(=O)N3CCOCC3)CC2)cc1
  Ecoli WT growth = -20
SMILES: COc1ccc(NC(=O)c2ccco2)cc1NC(=O)c1cccs1
  Ecoli WT growth = 7
SMILES: CCOc1ccc(/C(O)=C2/C(=O)C(=O)N(CCOCCO)C2c2ccc(F)cc2)cc1 (stereo unspecified)
  Ecoli WT growth = -20
SMILES: N#Cc1c(NC(=O)Cn2cnc3ccccc3c2=O)oc(-c2ccccc2)c1-c1ccccc1
  Ecoli WT growth = -20

Exported field by field: part of the list above.
O=C1c2ccccc2C(=O)N1CCc1nc(-c2ccccn2)no1
  Ecoli WT growth: 0

CN(C)/C=C1\N=C(c2ccc3c(c2)OCO3)OC1=O
  Ecoli WT growth: -2

CC(=O)Nc1ccc(S(=O)(=O)N2CCN(C(=O)N3CCOCC3)CC2)cc1
  Ecoli WT growth: -20

COc1ccc(NC(=O)c2ccco2)cc1NC(=O)c1cccs1
  Ecoli WT growth: 7

Next section.
molecule | Ecoli WT growth
CSc1ccccc1C(=O)NC1CC2CCC1C2 (stereo unspecified) | -9
CCOC(=O)COc1ccc(Cl)cc1C1NC(=O)NC(C)=C1C(C)=O (stereo unspecified) | -11
CCOc1nc(SCCOc2ccccc2)nc(N(C)C)n1 | 9
COCCN1CCN(c2c(C)c(C)nc3cc(-c4cccc(OC)c4)nn23)CC1 | 12
CCOC(=O)C1=C(C)N=c2s/c(=C\c3cccn3C)c(=O)n2C1c1cccc(OC)c1OC (stereo unspecified) | -2
CSc1nsc(SCc2cnc(C)nc2N)n1 | 4
CCOC(=O)c1ccc(N2C(=O)CC(NC3CCN(C(=O)c4cccc(Cl)c4)CC3)C2=O)cc1 (stereo unspecified) | 2
CCCn1c(-c2ccc(F)cc2)n[nH]c1=S | -29
Cc1ccc(C(=O)COc2cccc(NC(=O)c3ccco3)c2)cc1 | -15
Cc1ccc(OCCN2C(=O)c3ccccc3C2=O)c(C)c1 | -6
O=C(Nc1ccc2oc(-c3ccccc3)nc2c1)c1cccnc1 | -27
CC1CCCC(C)N1CCNC(=O)C1CCN(S(=O)(=O)N2CCCCC2)CC1 (stereo unspecified) | 0
COc1cc(CSc2nnnn2-c2ccc(C)cc2)cc(OC)c1OC | 5
Clc1cccc(OCCn2cncn2)c1Cl | -17
O=C(COc1ccccc1Cl)N1CCN(c2ccc(F)cc2)CC1 | -15
O=S(=O)(c1cccs1)N1CCN(Cc2nc3ccccc3s2)CC1 | 10
CCc1nc(SCC(=O)Nc2ccnc3ccccc23)n[nH]1 | -12
O=C(OCC(=O)N1CCCC1)c1cncc(Br)c1 | 0
Cc1nc(N2CCN(c3ncccn3)CC2)c2oc3ccccc3c2n1 | 8
c1cncc(-c2nn3c(Cn4nnc5ccccc54)nnc3s2)c1 | -15
COc1ccc(-c2noc(CSc3nc4ccccc4c(=O)n3-c3ccccc3)n2)cc1OC | -8
COCCNC(=O)c1cc2sc3ccccc3c2s1 | -9
CCSCCNC(=O)c1cncc(Br)c1 | 8
CC(C)c1nccn1S(=O)(=O)c1cc(Cl)ccc1Cl | 7
O=C(O)CCC(NS(=O)(=O)c1ccc(N2CCCC2=O)cc1)C(=O)O (stereo unspecified) | -13
Oc1ccccc1-c1cc(C(F)(F)C(F)F)[nH]n1 | 0
COc1ccc(N2C(=NC(C)=O)SC3CS(=O)(=O)CC32)cc1OC (stereo unspecified) | -8
O=C1N2c3ccccc3CCc3cccc(c32)C1(O)C(F)(F)F (stereo unspecified) | 7
CCOc1ccc2nc(Nc3nc4c(c(=O)[nH]3)CCC4)nc(C)c2c1 | -3
O=C(c1ccccc1Cl)N1CCN(c2ccccn2)CC1 | 5
CCC1(CC)C(=O)C(C)(C)C(=O)OC1c1cccs1 (stereo unspecified) | -7
O=C(CN1C(=O)CCSc2ccccc21)Nc1ccc(F)cc1 | 2
COc1ccc(-n2ncc3c(NCc4ccccn4)ncnc32)cc1 | -3
Cc1ccc(C2C(C(=O)c3sc(C)nc3C)=C(O)C(=O)N2CCN(C)C)o1 (stereo unspecified) | -9
CC(=O)Nc1ccc(S(=O)(=O)N2CCCc3ccccc32)cc1 | -16
CCOc1ccccc1NS(=O)(=O)c1cccs1 | -20
Cc1ccc(-c2noc(COc3ccccc3C)n2)cc1 | 1
COc1ccc(-c2ccc(=O)n(Cc3cc(=O)n4ccccc4n3)n2)cc1 | -2
COc1ccc(C(=O)Oc2c(CN3CCOCC3)cc(Cl)c3cccnc23)cc1OC | -3
CCn1c(=O)n(CC)c2cc(S(=O)(=O)Nc3ccccc3C)c(C)cc21 | -19
COC(=O)c1ccc(O)c(Sc2cc(C(=O)OC)ccc2O)c1 | -13
CCC(C)Nc1nc(SC(C(C)=O)C(C)=O)nc(N(C)C)n1 (stereo unspecified) | -19
Nc1ccc(S(=O)(=O)Nc2ccccn2)cc1 | -3
CSCCC(NC(=O)c1ccccc1)C(=O)NCc1ccco1 (stereo unspecified) | 6
c1ccn2c(c1)nc1c2nc2ccccn21 | -17
CC(C)n1c(NCc2cccs2)nc2ccccc21 | -21
O=C(COc1ccc(S(=O)(=O)N2CCCCC2)cc1)N1CCCCCC1 | -2
COc1ccc(Br)cc1S(=O)(=O)N1CC(C)OC(C)C1 (stereo unspecified) | 0
COCCCN1C(=O)C(=O)/C(=C(/O)c2ccc(OCC(C)C)cc2C)C1c1cccnc1 (stereo unspecified) | 0
CN(CC(=O)Nc1ccc(F)c(Cl)c1)S(=O)(=O)c1cccc2nsnc12 | -2

(more compounds)
molecule | Ecoli WT growth
Cc1c(C(=O)O)[nH]c2c1C(=O)CC(c1ccc(Cl)cc1)C2 (stereo unspecified) | -17
CCOC(=O)c1cnc(SCC(=O)N2CCc3ccccc32)nc1N | -16
CCOc1cc(NC(=O)c2ccco2)c(OCC)cc1NC(=O)CCc1ccc(OC)cc1 | 5
CCCn1cnc2c(cnn2-c2ccc(F)cc2)c1=O | 3
COc1ccccc1NC(=O)CC1C(=O)Nc2c1c(=O)n(C)c(=O)n2C (stereo unspecified) | -16
Cc1ccc(NC2=CC(=O)CCC2)cc1C | -22
CCOC(=O)c1[nH]c2ccc(F)cc2c1NC(=O)C(C)N1CCc2cc(OC)c(OC)cc2C1 (stereo unspecified) | -1
CCCn1nnc(NC(=O)c2cc3ccccc3o2)n1 | -10
O=C(NCc1cccs1)c1ccc(Cl)s1 | -10

These rows are one share of the data (hit frequency here may not be typical).
